# KOR beta-arrestin-1 – KOR antagonists, beta-arrestin recruitment, cell-based, luminescence, uHTS (AID 1778); 0.091% of 290,000 active; KOR beta-arrestin recruitment, luminescence, antagonist mode; higher % means a stronger effect; one-dose inhibition, % at 10 µM; IC50 in µM for titrated hits; also: strong numbers were not always called active
# NOD2 inhibition – inhibition of NOD2-driven NF-kB reporter – cell-based, luminescence, uHTS, HEK293 (AID 1566). 0.63% of 290,000 active. HEK293 NOD2/NF-kB luciferase reporter, luminescence; higher % means a stronger effect. inhibition, % at 4 µM; hits with a dose series show EC50 in µM; also: many of its hits are not listed in these tables
# AID2073 – disruptors of CaV2.2 binding to Mint1 – biochemical, HTRF (AID 2073); HTRF protein-protein interaction, Mint1-CaV2.2; higher % means a stronger effect; inhibition, % at 20 µM; hits with a dose series show IC50 in µM; 0.19% of 290,000 active; in the data active = inhibition mostly above about 51%, no sharp cut-off; inconclusive = no clear call, values can overlap the other calls; inactive = mostly below about 53%; also: some results filed as inactive read as strong as hits
# West Nile antiviral – inhibition of WNV-induced cytopathic effect – cell-based, CPE readout (AID 1621). West Nile virus-infected cells, CPE inhibition; higher % means a stronger effect. CPE inhibition, % at 10 µM; hits with a dose series show IC50 in µM. 0.02% of 290,000 active; in the data active = a potency from the dose series; inconclusive = CPE inhibition mostly from about 3.7% at the one dose, without a potency; inactive = the rest, 99 in 100 with CPE inhibition below about 2.2%; also: strong numbers were not always called active
# HIV peptide binding – cell-free HIV fusion peptide-binding blockers – biochemical, uHTS, fluorescence dequenching, primary screen (AID 1986) | cell-free peptide binding, fluorescence dequenching, 30 min; higher % means a stronger effect | one-dose inhibition, % at 20 µM; IC50 in µM for titrated hits | 0.3% of 290,000 active; in the data active = inhibition mostly above about 52%, no sharp cut-off; inactive = mostly below about 76%; also: some results filed as inactive read as strong as hits
# Yfh1-off respiration – enhancers of respiration in Yfh1-depleted yeast, dose response, Friedreich's ataxia, plus single-dose screen (AID 1465); 0.074% of 220,000 active; fold induction at 50 µM; hits with a dose series show EC50 in µM; S. cerevisiae Yfh1-off respiration, WST-1 reduction, 72 h; higher fold induction means a stronger effect;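 active = fold induction of absorbance versus untreated yeast above a set limit, then at least 30% activation at any dose in follow-up; inconclusive = repeats straddling the limit, or above it without dose testing; inactive = fold induction below the set limit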;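 also: activators that raise dye reduction in frataxin-depleted yeast; strong numbers were not always called active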
# NOD1 inhibition – inhibition of NOD1-driven NF-kB reporter – cell-based, luminescence, uHTS, primary screen (AID 1578). NOD1-driven NF-kB luciferase reporter cells, luminescence; higher % means a stronger effect. one-dose inhibition, % at 4 µM; EC50 in µM for titrated hits. 1% of 290,000 active; in the data active = inhibition mostly above about 36%, no sharp cut-off; inactive = mostly below about 34%;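 also: HEK-293T reporter cells stimulated with the NOD1 agonist gamma-tri-DAP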
# NS5 inhibitors – flavivirus cap methylation enzyme inhibition – biochemical, confirmation dose response, primary screen (AID 588689). Dengue-2 NS5 methyltransferase capping enzyme assay, biochemical; higher % means a stronger effect. one-dose inhibition, % at 25 µM; IC50 in µM for titrated hits. 0.3% of 340,000 active; in the data active = a potency from the dose series; inconclusive = inhibition above about 29% without an active follow-up result
# KOR beta-arrestin-2 – kappa opioid receptor activators – cell-based, luminescence, uHTS, primary screen (AID 1777); activation, % at 10 µM; hits with a dose series show EC50 in µM; KOR beta-arrestin recruitment, luminescence; higher % means a stronger effect; 0.02% of 280,000 active; in the data active = activation above about 50%, passing the limit was not always enough; also: a part of the inactive calls stands beside numbers as strong as those of hits
# NS5 inhibitors pilot replicate – recorded beside NS5 inhibitors, whose call it bears; inhibition, %; measured here: pilot screen replicate inhibition
# The depositor's hits bear a star; i = inactive; ? = inconclusive; nt = no result given; [ ] = dose if it differs, or a comment. Rule as the data show it, unless noted: active = inhibition above about 50%; inactive = the rest.
SMILES,KOR beta-arrestin-1,NOD2 inhibition,AID2073,West Nile antiviral,HIV peptide binding,Yfh1-off respiration,NOD1 inhibition,NS5 inhibitors,KOR beta-arrestin-2,others
O=C(COC(=O)c1cc2ccccc2cc1O)c1ccccc1,-36%,-23%,7%,-0.3%,-1.0%,nt,-46%,0%,5.5%,
CCOC(=O)Cc1csc(NC(=O)CCN2C(=O)c3cccc([N+](=O)[O-])c3C2=O)n1,2%,1%,12%,-0.3%,-1.5%,nt,-39%,-13%,-2.9%,
COC(=O)Nc1ccc(S(=O)(=O)N2CCCC(C(=O)Nc3cccnc3)C2)cc1 (configuration not stated),-9%,14%,-2%,-0.3%,14%,i,14%,-5%,-0.7%,NS5 inhibitors pilot replicate=-2.1
CC1CC(N(C(=O)c2ccco2)c2ccccc2)c2ccccc2N1 (configuration not stated),-13%,11%,-6%,0.1%,0.9%,i,-14%,-2%,0.3%,
Cc1ccccc1OC1CCN(C(=O)C2CCC(=O)N(C3CCCC3)C2)CC1 (configuration not stated),-18%,28%,2%,-1.1%,-2.0%,nt,3%,0%,-0.1%,
Cc1cccc(N(Cc2cc3ccccc3[nH]c2=O)C(=O)c2ccco2)c1C,-18%,5%,-5%,0.1%,-1.0%,i,-7%,-3%,13%,
CSc1nc(-c2ccccc2)nc(C(Cl)Cl)n1,12%,-28%,-6%,-1.2%,1.3%,i,40%,0%,0.2%,
CS(=O)(=O)N1CCN(c2ccccc2NC(=S)NC(=O)c2ccccc2[N+](=O)[O-])CC1,-15%,22%,13%,0.1%,-2.0%,i,-7%,2%,-2.7%,
COc1cnc(SC(C)C)[nH]c1=O,-12%,3%,2%,-0.6%,-1.4%,i,-25%,-2%,-1.2%,
COc1ccc(-c2ccc(/C=C3/C(=N)N4C=CSC4=NC3=O)o2)c([N+](=O)[O-])c1,3%,7%,20%,-0.4%,26%,i,-35%,-2%,-0.9%,
CSCC[C@H](NC(=O)CC(C)(C)C)c1nc2ccccc2[nH]1,-17%,-5%,1%,-1.0%,-2.0%,i,1%,-4%,2.2%,
CCn1c2ccc(C)cc2c2nnc(NN)nc21,7%,6%,-4%,1.8%,-5.2%,i,-22%,2%,5.8%,
O=c1oc(-c2ccc(Br)o2)nc2ccccc12,0%,5%,?,0.5%,-1.4%,i,-8%,-15%,-2.1%,
CCC(C)N1C(=O)CCC1C(=O)NCCc1ccc(Cl)cc1 (configuration not stated),-18%,-16%,-5%,0.3%,-1.0%,nt,-10%,-1%,-3.1%,
O=C(NC1CCN(Cc2ccccc2)CC1)c1ccc(Oc2cc(Cl)cc(Cl)c2)o1,-26%,3%,1%,-0.8%,0.2%,i,-5%,-9%,3.6%,
CC(C)(C)c1cc(/C=N/NC(=O)Cc2nc3ccccc3[nH]2)cc(C(C)(C)C)c1O,4%,5%,-2%,0.0%,0.8%,i,0%,4%,-8.9%,
O=C(Nc1nccs1)c1cccc(NC(=O)C(F)(F)F)c1,16%,-28%,17%,0.1%,-1.2%,i,-12%,-6%,-1.7%,
CCN(CC)S(=O)(=O)c1cc(NC(=O)COC(=O)Cn2cnc3ccccc32)ccc1C,-10%,-12%,6%,0.9%,1.3%,i,-17%,-4%,9.6%,
CCCNC(=O)c1ccc(Cn2cc(C(F)(F)F)ccc2=O)cc1,13%,16%,-9%,0.1%,1.1%,i,-33%,-5%,-4.2%,
Cc1ccccc1CC(=O)Nc1ccc(S(=O)(=O)N2CCN(C)CC2)cc1,1%,13%,4%,-0.5%,-1.8%,nt,14%,-6%,13%,
Cc1ccc(C(C)C)cc1OCC(=O)Nc1ccccc1N1CCCC1,17%,0%,0%,0.1%,-0.4%,nt,-3%,-7%,6.1%,
Cn1c(SCC(=O)NCCc2ccc(S(N)(=O)=O)cc2)nc2ccccc2c1=O,-6%,-14%,-4%,0.0%,-2.5%,i,-14%,1%,1.0%,
O=C(CCS(=O)(=O)c1cccs1)Nc1ccc(C(=O)NCc2ccc(F)cc2)cc1,-34%,17%,0%,1.7%,-1.6%,i,21%,-2%,6.6%,
COc1ccccc1C(=O)N/N=C1/NC(=O)CC(C(=O)Nc2ccccc2)S1 (configuration not stated),-6%,-17%,15%,0.3%,-1.1%,nt,3%,-7%,3.6%,
O=C(Nc1ccc(N2CCN(Cc3ccccc3)CC2)cc1)c1cccnc1,29%,-1%,-2%,-0.1%,-2.8%,i,-22%,8%,-1.5%,
COc1ccccc1NC(=O)C(=O)c1cn(CC(=O)N2CCOCC2)c2ccccc12,-39%,-5%,9%,0.5%,0.1%,nt,-31%,-3%,1.5%,
COc1cc(/C=N/NC(=O)c2ccc(CSc3nncn3C)cc2)cc(OC)c1O,-5%,9%,-10%,0.0%,-4.4%,i,-15%,1%,1.2%,
COc1ccc(OC)c(NC(=O)CSc2nc3c(c(=O)n(C)c(=O)n3C)n2C)c1,-17%,18%,-4%,-0.6%,3.4%,i,-13%,-5%,-1.6%,
Nc1ncccc1OCc1ccc(Cl)c(Cl)c1,-5%,-113%,13%,-1.0%,-1.8%,i,-3%,-9%,4.1%,
COc1cc(C(=O)Nc2cccc(NC(=O)c3cccs3)c2)cc(OC)c1OC,-3%[20 µM],8%,-1%,-0.8%,0.1%,nt,-17%,-5%,0.5%,NS5 inhibitors pilot replicate=2.4
Cc1nc(SCC(=O)N2CCN(C(=O)c3ccco3)CC2)c2c(C)c(C)sc2n1,10%,31%,-2%,-0.4%,-3.4%,i,8%,3%,-1.7%,
Cc1onc(-c2ccccc2Cl)c1C(=O)Nc1ccc(Cl)cn1,0%,6%,-20%,-0.9%,-1.5%,i,-8%,3%,1.3%,
O=C(NCCCN1CCCC1)[C@H](CSCc1ccccc1)N1Cc2ccccc2C1=O,1%,13%,-2%,-0.4%,0.2%,i,-7%,-2%,0.4%,
CCN(c1ccccc1)c1nc(=O)c2cccnc2s1,-24%[20 µM],-8%,-7%,-0.8%,-1.7%,i,-19%,-5%,nt,
COc1cc(S(=O)(=O)N(CCc2ccccc2)Cc2cccs2)ccc1-n1cnnn1,0%,-9%,13%,-0.9%,0.8%,i,-7%,-2%,-3.4%,
COc1ccc(C(=O)NCC(=O)OCC(=O)N(C)c2ccccc2)cc1,19%,14%,7%,0.3%,0.6%,i,-8%,-8%,1.2%,
COc1ccc(C(C(=O)NC2CCCC2)N(C(=O)c2snc(C(N)=O)c2N)c2cccc(O)c2)cc1 (configuration not stated),-67%,19%,0%,2.0%,11%,nt,55%,9%,1.1%,
Brc1ccc(-c2nnc3sc(CNCc4ccc5c(c4)OCO5)cn23)cc1,2%,-11%,28%,-0.1%,0.0%,i,-15%,-1%,-1.7%,
Cn1ncc(Cl)c1C(=O)N/N=C/c1cc2c(cc1[N+](=O)[O-])OCO2,-11%,22%,-3%,-0.5%,1.4%,i,-26%,6%,-4.3%,
CCOc1ccc(NC(=O)c2ccc(NC(=S)NC3CCCCC3)cc2)cc1,5%[20 µM],1%,10%,-0.7%,-1.6%,i,-36%,-4%,-5.5%,
Cc1c(CCC(=O)O)c(=O)oc2cc(OCc3cccc(Cl)c3)ccc12,-11%,29%,11%,-0.6%,12%,nt,-9%,-5%,4.1%,
CCn1c2ccccc2c2cc(NC(=O)C(=O)N3CCOCC3)ccc21,-61%[20 µM],-42%,-6%,-0.9%,0.1%,i,-25%,2%,nt,
CCn1cc(C(=O)NCC(C)C)c(=O)c2cc(F)c(N3CCN(C(=O)c4ccco4)CC3)cc21,-3%,22%,16%,-0.5%,-1.6%,nt,-23%,-12%,-5.2%,
CC(=O)c1cccc(NC(=S)NC(=O)Cc2ccc(Cl)cc2)c1,-16%,5%,25%,-0.3%,-1.0%,nt,-22%,-14%,-1.8%,
O=C(c1cccc([N+](=O)[O-])c1)c1ccccn1,3%,8%,2%,-0.3%,-1.0%,i,-6%,-1%,-3.5%,
COc1cc(NC(=O)NCC2CCN(Cc3ccccc3C)CC2)cc(OC)c1OC,-20%,10%,6%,-0.5%,-1.7%,nt,-10%,-9%,-6.0%,
Cn1cc(CN2CCCC(CNS(=O)(=O)c3cccc4cccnc34)C2)cn1 (configuration not stated),21%,-6%,-3%,-0.4%,-0.4%,nt,-12%,-7%,-2.2%,
COc1ccccc1C1CCN(Cc2c(C)[nH]c3ccccc23)CC1,25%,23%,1%,-0.5%,-0.8%,i,1%,-5%,4.3%,
CC1(C)CC(=O)CC(C)(C)N1OC(=O)c1ccccn1,38%,7%,-13%,0.2%,-1.0%,i,-12%,6%,-3.4%,
O=c1[nH]c(CSc2nc3ccccc3s2)nc2ccccc12,-4%,-33%,-19%,0.0%,3.0%,i,-14%,-6%,5.9%,
N=c1n(N)c2ccccc2n1CC(=O)c1ccc(Br)cc1,-11%[20 µM],-87%,1%,1.6%,-1.5%,nt,-35%,6%,-2.5%,
CCOC(=O)CN(C(=O)COc1nc(-c2ccccc2)cc(C)c1C#N)c1ccc(F)cc1,4%,-2%,-9%,-0.4%,-0.9%,i,3%,-1%,0.9%,
CCc1ccccc1NC(=O)CN(C)C(=O)CSc1nnc(Nc2cccc(C)c2C)s1,-47%,2%,-2%,-0.8%,-1.4%,i,-11%,-3%,2.4%,
O=[N+]([O-])c1ccc(CN2CCN(c3ccccc3)CC2)o1,-31%[20 µM],-6%,-3%,-0.7%,-1.9%,nt,-22%,-3%,-5.9%,
COC(=O)CC/C(O)=C1\C(=O)CC(C)(C)CC1=NCCc1nc2ccccc2[nH]1,-9%,6%,0%,-0.2%,-0.4%,i,-28%,3%,-1.2%,
COc1ccc(C2CC(c3ccccc3)=NN2C(=O)c2ccc(Cl)c([N+](=O)[O-])c2)cc1 (configuration not stated),-15%,-19%,13%,-1.4%,1.6%,i,-99%,-4%,-2.8%,
Cc1ccc2sc(NC(=O)c3ccc(N4C(=O)CCC4=O)cc3)nc2c1C,-36%,8%,25%,nt,0.5%,nt,-29%,1%,0.2%,
COC(=O)c1c(NC(=O)C2CC=CCC2C(=O)O)sc2c1CCCCC2 (configuration not stated),-11%,-16%,-15%,0.4%,3.1%,nt,-55%,-4%,1.3%,
COc1ccc(NCc2nnc(SCC#N)n2-c2ccccc2OC)cc1,-1%,12%,-10%,0.0%,-0.5%,i,-2%,5%,-2.4%,
COc1ccc(C2=NOC(C(=O)N3CCCc4ccccc43)C2)cc1 (configuration not stated),-7%,11%,3%,0.9%,-3.2%,i,nt,-3%,-4.3%,

# Ordered by molar mass (rising): 3 of the compounds above
SMILES,KOR beta-arrestin-1,NOD2 inhibition,AID2073,West Nile antiviral,HIV peptide binding,Yfh1-off respiration,NOD1 inhibition,NS5 inhibitors,KOR beta-arrestin-2,others
Cc1ccc(C(C)C)cc1OCC(=O)Nc1ccccc1N1CCCC1,17%,0%,0%,0.1%,-0.4%,nt,-3%,-7%,6.1%,
Cc1cccc(N(Cc2cc3ccccc3[nH]c2=O)C(=O)c2ccco2)c1C,-18%,5%,-5%,0.1%,-1.0%,i,-7%,-3%,13%,
COc1ccc(NCc2nnc(SCC#N)n2-c2ccccc2OC)cc1,-1%,12%,-10%,0.0%,-0.5%,i,-2%,5%,-2.4%,

# Screens as filed in PubChem BioAssay.

# These rows are one share of the data. The share of hits here may be higher or lower than overall.
